Source: PubChem (Sanford-Burnham Center for Chemical Genomics)
CCR6 antagonist – CCR6 receptor antagonists, primary screen, cell-based, CHO-K1, luminescence, beta-arrestin, uHTS. 340,000 tested, 0.49% active. inhibition, % at 20 µM. AID 493098, 2011. CHO-K1 CCR6 PathHunter beta-arrestin, CCL20-stimulated. C-C chemokine receptor type 6 (Homo sapiens), P51684;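 active means compounds whose inhibition of the agonist-driven luminescence signal at 20 µM reaches about 50%, limit read from the data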;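 further: cells stimulated with CCL20 at 14 nM final; plate controls were DMSO with CCL20 for no effect and DMSO without agonist for full effect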
Target sequence (P51684 whole entry, looked up): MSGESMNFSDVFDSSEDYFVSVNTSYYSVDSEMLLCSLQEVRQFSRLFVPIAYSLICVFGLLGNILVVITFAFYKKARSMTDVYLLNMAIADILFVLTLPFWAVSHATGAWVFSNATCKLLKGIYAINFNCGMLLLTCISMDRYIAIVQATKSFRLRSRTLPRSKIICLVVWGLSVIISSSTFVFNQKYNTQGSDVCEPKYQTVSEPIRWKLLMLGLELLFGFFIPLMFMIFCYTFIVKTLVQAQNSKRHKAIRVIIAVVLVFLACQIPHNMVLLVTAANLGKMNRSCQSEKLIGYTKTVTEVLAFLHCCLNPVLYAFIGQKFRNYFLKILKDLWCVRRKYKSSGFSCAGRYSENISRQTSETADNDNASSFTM
Gli-Sufu block – Gli-Sufu pathway antagonists, primary screen, luciferase luminescence, Sufu-KO-LIGHT cells, uHTS; inhibition, % at 5 µM; 340,000 tested, 0.74% active; Sufu-KO-LIGHT fibroblasts, Gli luciferase reporter luminescence;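 active means inhibition above about 55%, limit read from the data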;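 further: 0% = DMSO-treated cells and 100% = wells with medium but no cells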
APOBEC3A inh – APOBEC3A ssDNA deaminase inhibitors, primary screen, selectivity assay for APOBEC3G inhibitor project, biochemical, FAM/TAMRA oligo cleavage fluorescence; AID 493011, 2011; DNA dC->dU-editing enzyme APOBEC-3A (Homo sapiens), P31941; recombinant A3A, FAM/TAMRA ssDNA deamination fluorescence; inhibition, % at 20 µM; 330,000 tested, 0.41% active;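 active means at least 40% inhibition at 20 µM here, with at most 30% in a related deaminase screen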;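 further: plate controls were A3A with DMSO for no effect and wells lacking A3A enzyme for full effect; some results filed as inactive read as strong as hits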
Target sequence (P31941 whole entry, looked up): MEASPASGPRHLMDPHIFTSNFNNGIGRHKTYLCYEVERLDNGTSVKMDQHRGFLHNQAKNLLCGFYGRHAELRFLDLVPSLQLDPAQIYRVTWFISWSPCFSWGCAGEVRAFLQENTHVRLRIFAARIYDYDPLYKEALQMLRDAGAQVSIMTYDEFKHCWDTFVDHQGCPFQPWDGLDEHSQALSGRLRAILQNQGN
NR3A LBD binder – binders of NR3A ligand-binding domain, primary screen, biophysical, differential scanning fluorimetry, uHTS | Glutamate receptor ionotropic, NMDA 3A (GRIN3A) ligand-binding domain | NR3A LBD differential scanning fluorimetry, Tm shift; 0% = protein alone, 100% = glycine-bound protein | Tm shift relative to glycine control, % at 25 µM | 340,000 tested, 2.5% active | AID 1259313, 2017;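 active means melting temperature shift of at least 10% of the positive control shift, at one fixed dose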
MPTP block – mitochondrial permeability transition pore inhibitors, primary screen, biochemical, isolated mouse mitochondria, absorbance. Ca2+ swelling absorbance, 30 min. inhibition, % at 10 µM. 360,000 tested, 1.4% active;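 active means inhibition of 50% or more, scaled per plate between neutral and stimulator controls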;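 further: 0% = DMSO wells given calcium and 100% = 1 mM EGTA wells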
CXCR6 block – CXCR6 receptor inhibitors, primary screen, cell-based, beta-arrestin, luminescence, CHO-K1 PathHunter, 1536-well; C-X-C chemokine receptor type 6 (Homo sapiens), O00574; 360,000 tested, 0.36% active; inhibition, % at 20 µM; in the data active means inhibition above about 34%, passing the limit was not always enough;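 further: antagonist mode with CXCL16 agonist at 10 nM final; 0% = 10 nM CXCL16 with DMSO and 100% = unstimulated wells without agonist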
Target sequence (O00574 whole entry, looked up): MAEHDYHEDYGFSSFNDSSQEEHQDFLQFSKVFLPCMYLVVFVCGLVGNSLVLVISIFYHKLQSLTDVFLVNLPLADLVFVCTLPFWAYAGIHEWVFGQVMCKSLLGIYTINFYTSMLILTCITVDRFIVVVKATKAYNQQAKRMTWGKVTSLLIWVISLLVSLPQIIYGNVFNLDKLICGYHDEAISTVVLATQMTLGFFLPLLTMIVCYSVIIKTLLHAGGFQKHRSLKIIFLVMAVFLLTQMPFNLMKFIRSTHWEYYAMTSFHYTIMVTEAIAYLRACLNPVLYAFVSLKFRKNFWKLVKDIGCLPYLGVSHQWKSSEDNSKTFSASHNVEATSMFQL
A3G deaminase – APOBEC3G DNA deaminase inhibitors, primary screen, biochemical, fluorescence, single-stranded DNA substrate, uHTS; DNA dC->dU-editing enzyme APOBEC-3G (Homo sapiens), Q9HC16; recombinant A3G, ssDNA deamination FAM/TAMRA fluorescence; 330,000 tested, 0.28% active; inhibition, % at 20 µM;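 active means inhibition of at least 40% at 20 µM, with no more than 30% in the related APOBEC3A deaminase screen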;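 further: plate controls were DMSO wells with A3G for no effect and wells lacking A3G enzyme for full effect; some compounds called inactive have numbers as strong as hits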
EBI2 antag – EBI2 receptor antagonists, beta-arrestin recruitment, primary screen, cell-based, luminescence, 7a,25-OHC stimulation, uHTS | G-protein coupled receptor 183 (Homo sapiens), P32249 | 7a,25-OHC stimulated | inhibition, % at 5 µM | 360,000 tested, 0.81% active; in the data active means inhibition above about 38%;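 further: enzyme fragment complementation signal reports receptor beta-arrestin coupling in cells; 0% = agonist plus DMSO wells and 100% = wells without agonist; some results beyond the cut were filed as inactive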
An asterisk follows results filed as active; . = not tested or not shown. No enrichment for hits; overall some 5.8% were active at least once.

Below each SMILES – CCR6 antagonist	Gli-Sufu block	APOBEC3A inh	NR3A LBD binder	MPTP block	CXCR6 block	A3G deaminase	EBI2 antag
N/C(Cn1nnc(-c2ccccc2)n1)=N\O
 : 7	1	-3	-1	-0.4	-3	-5	-3
CCOC(=O)C1CCCN(C(=O)CCc2nnc(-c3ccc(C(C)=O)s3)o2)C1 (centres undefined)
 : 5	-45	0	-2	-0.1	7	-2	1
COc1ccc(NC(=O)NCc2cccnc2)cc1OC
 : -1	6	1	-1	-0.7	6	-3	-2
CCOc1cc(/C=C/C(=O)N(CC)CC(=O)NCc2cccs2)cc(Cl)c1OC
 : 6	-1	-3	2	-1.1	1	-11	-2
Cc1cc(C(=O)Nc2cc(C(C)(C)C)on2)c(C)o1
 : 18	24	0	-1	-0.1	2	-5	-15
CN(C)c1[nH]c(=O)c(C#N)c2c1CCN2Cc1ccccc1
 : 21	1	-1	-3	-0.6	5	-4	0
Cn1c(O)c(N=NC(=O)c2ccccc2O)c2ccccc21
 : 21	-71	2	2	-1.1	17	-4	-5
OC(COCc1cccs1)CN1CCCCCC1 (centres undefined)
 : 15	1	3	1	0.2	4	6	-1
O=C(CCSc1nnc(-c2ccncc2)o1)Nc1ccc(F)cc1
 : 1	1	-3	-1	-0.8	-6	-5	-11
CC1CCN(S(=O)(=O)c2cc([N+](=O)[O-])ccc2Cl)CC1
 : -11	-23	4	-2	0.4	-2	-11	-8
O=C(NNC(=S)Nc1ccc(C(=O)O)c(O)c1)c1ccncc1
 : 16	20	.	0	2.2	11	.	7
CCN1CCN(C(c2cccs2)C(C)NS(=O)(=O)c2ccc(Br)cc2)CC1 (centres undefined)
 : 20	-1	-1	-1	-0.2	-1	-6	-8
CCOCCOc1cc(NCc2ccccc2)c2ncn(C(C)C)c2c1
 : 17	9	.	0	0.0	-9	.	-11
N#CC1=C(N)NC(SCC(=O)Nc2ccccc2)=C(C#N)C12CCCCC2
 : -29	1	-2	-1	6.6	-6	-4	6
S=c1nc[nH]c2c1cnn2-c1ccccc1
 : 8	-11	-3	0	-0.6	5	28	-11
COc1ccc(N(CC(=O)NC(C)c2ccccc2)S(=O)(=O)c2ccc(C)cc2)cc1 (centres undefined)
 : 16	-10	8	-1	1.7	-5	-4	6
CC1(C)CC(=O)C/C(=N\NC(=O)CCc2ccc(S(=O)(=O)N3CCOCC3)cc2)C1
 : -2	49	0	-2	-0.5	-8	-2	-2
COc1ccc(C(C(=O)NCC2CCCO2)N(C(=O)CNC(=O)c2cccs2)c2ccccc2C)cc1OC (centres undefined)
 : -5	0	0	-1	-1.0	-4	-4	-6
Cn1nccc1C(=O)NC(=S)Nc1cc(Cl)cc(Cl)c1
 : 46	-7	-7	-2	0.6	29	-5	3
Cc1ccccc1C(=O)Nc1nc2c(C)csc2c(=O)s1
 : 5	24	-3	2	6.1	-4	-8	-5
N/C(=N\OC(=O)CC1CCCCC1)c1ccccc1
 : -13	-13	-1	0	-0.4	-3	-1	-12
CSc1cccc(NS(=O)(=O)c2ccc3c(c2)CCN3C(C)=O)c1
 : 6	71*	1	2	9.4	-10	-2	-17
Cc1ccc(C)c(N(C(=O)c2csnn2)C(C(=O)NC2CCCCC2)c2ccccn2)c1 (centres undefined)
 : -3	-7	-6	1	-0.5	-5	-10	2
Cc1cc(F)ccc1S(=O)(=O)N1CCCOC1CNC(=O)C(=O)NC1CCCCC1 (centres undefined)
 : -9	-18	-2	2	-1.4	6	-7	4
COc1ccc(C(C)(C)C)cc1NC(=O)COC(=O)C1=NNC(=O)CC1
 : 5	-2	0	-1	-1.8	-5	-1	-5
CN(CCc1ccccc1)C(=O)c1ccc(NC(=O)Cc2ccc(NC(=O)C3CCN(C(=O)c4ccccc4)CC3)cc2)cc1
 : 4	-2	.	1	0.6	-3	.	-7
Clc1ccc(/C=C/c2nc3ccccc3[nH]2)cc1
 : -11	-171	4	13*	80*	-8	-2	24
COc1ccc(CSc2nc3nc(C)cc(C)n3n2)cc1F
 : 0	8	-3	1	-1.3	5	0	-12
CSC(=S)N/N=C/c1ccc(Br)cc1
 : 15	11	0	-3	-1.8	5	-5	-7
Cc1ccc(C(=O)NC2=NCCS2)cc1Cl
 : 1	-111	-4	3	-0.5	0	-4	-1

Continued.
Below each SMILES – CCR6 antagonist	Gli-Sufu block	APOBEC3A inh	NR3A LBD binder	MPTP block	CXCR6 block	A3G deaminase	EBI2 antag
Cc1cccc(C)c1NC(=O)c1c(-c2ccccc2)noc1C
 : 11	0	4	-1	0.3	-3	8	5
Cc1ccc(C)c(N2N=C(C(=O)Nc3ccccc3N3CCCC3)CCC2=O)c1
 : 17	16	2	-3	-0.7	0	3	8
COc1ccc(CCNC(=O)c2c(C)noc2C)cc1
 : 1	7	-2	0	-1.7	-7	-7	-6
CC(C)(C)c1ccc(OCC(=O)NN2Cc3ccccc3C2=N)cc1
 : 6	6	-3	-1	-5.4	-6	-7	-16
COC(=O)c1ccc(NC(=O)CN(C)Cc2cccc(F)c2)cc1
 : 13	-1	2	2	-0.3	2	-3	-7
CC(C)N(C(=O)Cn1cc(S(=O)(=O)CC(=O)NCc2ccccc2)c2ccccc21)C(C)C
 : -4	-15	0	-2	0.2	-4	-8	5
Cc1ccc(NCc2nnc(SCC(=O)NCCc3ccccc3)n2C)cc1
 : 3	-21	.	-2	0.1	-7	.	-1
CCNc1nc(NCC)n2c(SCC(=O)c3ccccc3Cl)nnc2n1
 : 10	5	2	0	-0.9	4	-9	-14
Cc1c(C(=O)N2CCc3ccccc32)cnn1C
 : 3	-8	-4	-1	3.4	-7	-7	-3
O=C(N/N=C/c1cn(-c2ccccc2)nc1-c1cccs1)c1ccc(Cl)cc1
 : 8	-24	-3	27*	70*	-3	2	9
O=C(NCCCn1ccnc1)Nc1ccc(Cl)cc1
 : -21	2	1	0	18	0	-2	6
CCOc1ccc(/C=N/OCC(=O)NCc2ccco2)cc1
 : -4	-4	-4	1	5.9	-12	-4	2
CC1CCC2(CC1)NC(=O)N(NC(=O)c1cccc(N(C)C)c1)C2=O (centres undefined)
 : 0	1	-2	-1	0.0	2	-6	0
CCS(=O)(=O)c1ccc(O)c(NC(=O)Nc2cccc3ccccc23)c1
 : 5	2	0	-4	9.8	5	-5	0
CCc1noc(C)c1C(=O)Oc1ccc(N(C)S(=O)(=O)c2ccc(C)cc2)cc1
 : 23	-1	0	0	-1.8	2	6	22
CC(C)(C)S(=O)(=O)c1nc2ccccc2s1
 : -21	-9	-1	-3	0.0	2	-4	8
CC(C)(C)N1C(=O)[C@H]2[C@@H](c3ccc(Br)cc3)N3C(=O)N(c4ccccc4)C(=O)[C@@]3(C)[C@H]2C1=O
 : 3	-3	-1	-3	-1.5	-3	-7	-10
O=C(CN1C(=O)NC(Cc2ccccc2)C1=O)Nc1ccccc1F (centres undefined)
 : -7	1	-2	-4	-1.4	-1	-3	-9
CCn1c2ccc(F)cc2c2nnc(SCCN3CCOCC3)nc21
 : 9	11	-1	-1	1.6	-4	-3	4
CS(=O)(=O)c1ccc(CNC(=O)C2(C(F)(F)F)C/C(=C\Cc3ccccc3)CCCO2)cc1 (centres undefined)
 : 6	0	-3	16*	-0.3	2	-12	-4
COc1ccccc1C(=O)COC(=O)c1cc(S(=O)(=O)N2CCCCC2)ccc1N1CCOCC1
 : 23	1	-2	1	-0.3	2	-13	26
COc1ccc(CCNS(=O)(=O)c2ccc3oc(C(=O)O)c(C)c3c2)cc1OC
 : -9	1	1	0	-1.6	5	2	-3
CC(=NCCc1ccccc1)C1=C(O)COC1=O
 : 16	-1	0	-1	0.7	2	-3	-10
O=C(NCCOc1ccccc1F)c1ccc2c(=O)n3c(nc2c1)CCC3
 : 2	-59	3	-1	-0.2	3	-6	9
O=C(/C=C/c1ccccc1Cl)NC(=S)Nc1ccccc1C(=O)NC1CCCCC1
 : 15	7	-1	-1	15	11	-5	-4
CCN(C(=O)COC(=O)c1c(C)nn(-c2ccccc2)c1C)C1CCS(=O)(=O)C1 (centres undefined)
 : 15	20	0	0	-0.8	3	-3	-15
Cc1noc(C)c1CCC(=O)NC1CCCN(Cc2ccc(CC(C)C)cc2)C1 (centres undefined)
 : 1	28	-2	0	1.3	5	-3	8
COc1ccc(N2CCN(C(=O)c3ccc(NS(=O)(=O)c4cccs4)cc3)CC2)cc1
 : 8	2	-5	0	2.1	-4	-8	12
Cn1c(N)c(C(=O)CSc2nc3ccccc3c(=O)n2Cc2ccccc2)c(=O)n(C)c1=O
 : 5	-8	-5	0	1.2	2	-8	-2
CN(Cc1ccccc1)C(=O)C1CCCN1S(=O)(=O)c1ccc2c(c1)n(C)c(=O)c(=O)n2C (centres undefined)
 : 8	11	-1	-1	2.5	1	-2	-5

Further results
Below each SMILES – CCR6 antagonist	Gli-Sufu block	APOBEC3A inh	NR3A LBD binder	MPTP block	CXCR6 block	A3G deaminase	EBI2 antag
CCOc1ncccc1C(=O)OCC(=O)c1cc(C)n(Cc2ccco2)c1C
 : 25	-11	-5	0	-1.2	7	-5	5
Cc1cc(O)c(C(=O)/C=C/c2cccc([N+](=O)[O-])c2)c(=O)o1
 : 7	6	8	0	-3.1	4	9	6
CC(Sc1nnnn1C)C(=O)Nc1ncc(Cl)cc1Cl (centres undefined)
 : 1	7	-2	-4	-0.1	-3	-6	-10
O=C(NNC(=O)c1cccs1)c1ccc(Cl)nc1
 : 0	-8	-3	1	0.5	0	-11	6
Cc1cccc(CN2CCN(C(C)C(=O)NC(C)c3ccccc3)CC2)c1 (centres undefined)
 : 8	-12	1	-4	0.2	4	1	-2
O=C(COc1ccccc1Cl)Nc1ccc(C(=O)c2ccc(C(=O)O)cc2)cc1
 : -10	-6	-2	6	1.8	-2	-7	-7
Nc1ccc(NC(=O)Nc2ccc(N)cc2)cc1
 : -1	-5	.	-1	-0.6	-9	.	11
Cn1c(SCC(=O)Nc2ncc(C(F)(F)F)cc2Cl)nnc1-c1ccc(Cl)cc1
 : 1	-4	-7	-1	-8.6	-5	-12	5
N#CCOC(=O)C1CSC2(c3ccc(Br)cc3)CCC(=O)N12 (centres undefined)
 : 7	-1	-1	-1	-1.7	4	-10	-8
CC(=O)c1ccc(S(=O)(=O)N2Cc3ccccc3CC2C(=O)O)cc1 (centres undefined)
 : 4	0	56*	0	0.4	0	19	-5
CCN(CC)c1ccc(NC(=O)Nc2cccc3ccccc23)cc1
 : 19	-22	-1	-1	1.0	-2	-3	5
O=C(NCc1ccc2c(c1)OCO2)C(C(=O)c1ccccc1)n1cc(Cl)ccc1=O (centres undefined)
 : 15	-5	-5	-6	-3.0	-5	-2	-12
COCCn1c(=S)[nH]c2cc(C(=O)N3CCc4ccccc4C3)ccc2c1=O
 : 1	-23	5	-1	1.6	-6	-2	-3
O=C(O)c1cccnc1SC1CC(=O)N(c2cccc(C(F)(F)F)c2)C1=O (centres undefined)
 : -2	5	0	0	-0.3	0	-7	-5
O=C(CCCC(=O)N(CC(=O)NC1CCCCC1)c1ccc(F)cc1)Nc1ccccn1
 : 2	3	-1	-1	-0.3	6	-6	-3
CC1Cc2ccccc2N1C(=O)CSc1nnc2c(n1)[nH]c1ccccc12 (centres undefined)
 : 20	-18	3	22*	-1.4	3	9	1
